Assay outcomes: PubChem BioAssay, National Center for Advancing Translational Sciences (NCATS)
D2 antagonist: antagonists of human D2 dopamine receptor; P14416; HEK293 TREx D2 cells, calcium flux, dopamine EC80; inhibition, % at 10 µM; hit rate 2% among 340,000; in the data active = inhibition above about 30%; note: 0% is about no effect
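Dopamine at EC80 is the agonist stimulus; test compounds precede it by 180 s. Calcium flux read kinetically in a force-coupled, inducible HEK293 T-REx D2 cell line.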
TrxR1 inh: rat TrxR1 inhibition; recombinant rTrxR1, NADPH fluorescence consumption, selenite substrate; hit rate 1% among 390,000; Potency, µM (doses to about 114 µM), for the others: top-dose activity change, negative = inhibition, most hits filed as inhibitors; note: potency is the fitted concentration of half-maximal effect; % is set by controls: 0 for no effect and ±100 for the full control effect; nearly all actives have a fitted effect of over 65% in size
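Rat TrxR1 (90 nM in the dispensed reagent) was pre-reduced with 400 uM NADPH for 5 min at room temperature, then incubated with compound for 15 min. After 400 uM selenite was added, NADPH fluorescence (Ex 340/Em 450 nm) was followed for 8 min.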
TRHR PAM: allosterically enhances the human TRH receptor | TRHR cells, fluo-8 calcium fluorescence, EC20 TRH enhancement | enhancement, % at 2 µM | hit rate 0.66% among 360,000; in the data active = enhancement above about 30%; note: 0% is about no effect
Target sequence (P34981 whole entry, looked up): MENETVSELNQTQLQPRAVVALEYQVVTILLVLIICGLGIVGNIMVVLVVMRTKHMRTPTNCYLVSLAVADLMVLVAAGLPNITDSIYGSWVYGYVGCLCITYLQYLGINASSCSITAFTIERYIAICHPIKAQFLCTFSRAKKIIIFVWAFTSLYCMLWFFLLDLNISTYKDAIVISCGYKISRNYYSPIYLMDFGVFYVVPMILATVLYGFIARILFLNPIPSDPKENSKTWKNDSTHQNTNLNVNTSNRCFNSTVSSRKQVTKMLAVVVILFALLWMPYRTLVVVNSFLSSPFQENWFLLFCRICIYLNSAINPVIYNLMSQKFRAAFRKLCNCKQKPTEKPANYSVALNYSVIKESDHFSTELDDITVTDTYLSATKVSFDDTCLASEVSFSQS
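Enhancer read-out: after compound pinning and an initial kinetic agonist-mode read, an EC20 of TRH (10 nM final) was injected and fluo-8 calcium signal (Ex 480/Em 530) followed at 1 s/cycle for 100 cycles in TRHR-expressing cells.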
mIDH1 inhibitor: blocks human mutant IDH1 R132H enzyme; IDH1-R132H enzyme, NADPH consumption, diaphorase/resazurin fluorescence; Potency, µM (titrated, usually from 76.6 µM), for the others: at the highest dose activity change, negative = inhibition, usual class: inhibitors; O75874; hit rate 0.093% among 390,000; note: potency is the fitted concentration of half-maximal effect; % is set by controls: 0 for no effect and ±100 for the full control effect; nearly all actives have a fitted effect of over 65% in size
Target sequence (O75874 whole entry R132H, stated change not applied): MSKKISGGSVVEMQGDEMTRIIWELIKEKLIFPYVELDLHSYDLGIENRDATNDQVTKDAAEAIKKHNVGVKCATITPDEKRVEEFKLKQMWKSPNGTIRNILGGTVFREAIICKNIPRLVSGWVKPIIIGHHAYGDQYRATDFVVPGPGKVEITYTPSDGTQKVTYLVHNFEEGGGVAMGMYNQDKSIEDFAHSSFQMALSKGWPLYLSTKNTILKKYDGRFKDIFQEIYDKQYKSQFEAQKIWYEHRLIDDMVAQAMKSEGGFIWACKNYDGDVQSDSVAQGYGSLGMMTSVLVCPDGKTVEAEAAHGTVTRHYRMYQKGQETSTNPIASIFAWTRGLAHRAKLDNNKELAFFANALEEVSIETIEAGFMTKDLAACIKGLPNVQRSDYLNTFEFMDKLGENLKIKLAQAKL
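IDH1-R132H (0.5 ug/mL dispensed) in pH 7.5 Tris buffer was preincubated 30 min with compound, then given a substrate mix of 0.016 mM NADPH and 2 mM alpha-KG for 80 min at room temperature; remaining NADPH was read by diaphorase/resazurin fluorescence.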
TRHR ag: TRH receptor (human) agonism | hit rate 0.18% among 360,000 | TRHR cells, calcium flux fluo-8, FDSS agonist mode | activation, % at 2 µM | AID 493084 | P34981; in the data active = activation above about 30%; note: 0% is about no effect
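TRHR-expressing cells loaded with fluo-8 calcium dye; 23 nL library compound pin-transferred, kinetic FDSS fluorescence (Ex 480/Em 530) recorded about 180 s for agonist-induced calcium release, before a 10 nM TRH EC20 addition for potentiator mode.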
USP1 inh: blocks the human USP1/UAF1 deubiquitinase complex | O94782 | recombinant USP1/UAF1, Ub-Rhodamine cleavage fluorescence | Potency, µM (top dose mostly 57.1 µM), for the others: top-dose activity change, negative = inhibition, usual class: inhibitors | hit rate 0.23% among 390,000 | AID 743255; note: potency is the fitted concentration of half-maximal effect; % is set by controls: 0 for no effect and ±100 for the full control effect; nearly all actives have a fitted effect of over 60% in size; inactives centre near -12
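USP1/UAF1 complex at 1 nM was preincubated with compound for 15 min at room temperature, then Ub-Rho substrate (150nM final) was added. Fluorescence (480/540 nm) was read kinetically, 6 reads every 60 seconds.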
D2 agonist: activates the human D2 dopamine receptor; activation, % at 2 µM; HEK293 T-REx D2 cells, calcium flux agonist mode; hit rate 0.53% among 340,000;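 active = activation over 3 SD above normal in the single-dose calcium agonist read, cut at about 30% in these data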; note: 0% is about no effect
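HEK293 Trex D2 cells, tetracycline-induced, o/n 30 C 5% CO2; no-wash Ca dye, RT 30–90 min; 10-cycle baseline, 23 nl cpd added, kinetic Ca read 180 s; agonist hits = positive Ca response.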
TrxR1 substrate: substrates of rat thioredoxin reductase 1; purified TrxR1 substrate turnover, NADPH consumption readout; AID 588456; hit rate 0.01% among 390,000; Potency, µM (top dose mostly 114 µM), for inactives: top-dose activity change, negative = substrate turnover; O89049; note: potency is the fitted concentration of half-maximal effect; % is set by controls: 0 for no effect and ±100 for the full control effect; nearly all actives have a fitted effect of over 50% in size
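Rat TrxR1, dispensed at 90 nM, was prereduced with 400 uM NADPH (final) for 5 min at ~22 deg C, then incubated with compound 15 min before 400 uM selenite. A first-read NADPH fluorescence drop versus no-compound background flagged substrates.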
PI4K2A inh: inhibitors of human PI4K2A; activity change, negative = inhibition, % at 76.9 µM; purified PI4K2A, ADP-Glo luminescence, 1 h; hits give low values; Q9BTU6; hit rate 0.13% among 420,000; AID 1346378; in the data active = activity change below about -50%; inconclusive = mostly about -30% to -49%;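 note: -100% = wells without enzyme as full effect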
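Compounds are screened against recombinant PI4K2A using PI as substrate and ATP, the latter dispensed at 300 microM. Reactions run one hour at ambient temperature before ADP-Glo detection; full inhibition defined by wells lacking enzyme.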
* marks the source's active call; other numbers are inactive results; ? = inconclusive; / = no result given; & = joins results of further samples; [ ] = remark or other dose. Unless noted, calls come from the whole dose curve; as a rule, active = well fitted inhibition curve with a large enough effect; inconclusive = small, poorly fitted or top-dose-only effect; inactive = no such curve, though single readings can be large or run the other way.

Sequence of screens: TrxR1 substrate	D2 agonist	D2 antagonist	USP1 inh	TRHR PAM	mIDH1 inhibitor	PI4K2A inh	TrxR1 inh	TRHR ag
COc1cccc(OC)c1OC(=O)c1cnccn1
→ 11%[57.1 µM]	0.8	9	-16%	-2	-9%	2	26%[57.1 µM]	-0.4
Cc1ccc(N2C(=O)CSC2c2ccccn2)cc1Cl (stereo unspecified)
→ 4%[57.1 µM]	0.0	12	-3%	3	0%	10	-9%[57.1 µM]	-0.8
Cc1sc2ncn(CC(=O)OCC(=O)NC(C)(C)C)c(=O)c2c1C
→ -1%	-0.1	4	5%	17	5%	3	16%	-0.7
COc1ccc(C)cc1NC(=O)CN1C(=O)C2CC=CCC2C1=O (stereo unspecified)
→ -6%	0.4	-20	-15%	6	14%	8	16%	-0.1
CC(=O)NC(CCS(C)(=O)=O)C(=O)Nc1c(F)cccc1F (stereo unspecified)
→ 7%	0.2	6	-12%	2	-1%	-3	6%	1.2
COc1ccc(OC)c(C(=O)c2nc3c(n2O)CCCCC3)c1
→ -9%	-1.8	-9	-10%	-2	8%	2	?	0.1
COc1ccc(-c2nnc(CSc3nc4ccccc4c(=O)n3CC(C)C)o2)cc1OC
→ -3%	0.6	-13	-9%	-4	3%	-7	-2%	-0.3
COc1ccc(C/C(C)=N/NS(=O)(=O)c2ccc(Br)cc2)cc1
→ -5%	-0.4	4	-24%	2	10%	-2	-18%	-0.7
CCOC(=O)c1csc(NC(=O)c2cc(=O)c3ccccc3o2)n1
→ -10%	-2.3	2	-4%	2	13%	0	11%	-0.2
CCc1ccc2oc(C(=O)Nc3cccc(Cl)c3C)cc(=O)c2c1
→ 2%	-0.9	/	?	2	-2%	2	14%	-0.7
CC(C)CSc1oc(-c2ccco2)nc1S(=O)(=O)c1ccc(Br)cc1
→ 8%	2.4	/	-8%	-11	-5%	-2	14%	1.2
OCC[C@H]1C[C@@H](O)[C@H](O)[C@]2(Cc3ccccc3O2)O1
→ 5%	-0.3	7	-26%	18	-2%	-1	14%	0.0
Cc1ccc(-c2nnn(CCOc3cccc(Br)c3)n2)cc1
→ -2%	/	/	-5%	-3	8%	5	8%	-1.2
COC(=O)c1ccc(NC(=O)c2ccc(OC(C)=O)c(OC)c2)cc1
→ -15%	-1.1	-1	-13%	1	-7%	-7	-13%	-0.8
Cn1c(=O)c2c(ncn2Cc2ccc(Cl)cc2)n(C)c1=O
→ -6%&4%	0.8&1.0	20	-18%&-15%	-2&-5	0%&9%	-3&2	10%&4%	-0.3&-0.7
Cc1ccc(OCC(=O)Nc2ccccc2C(=O)OCc2cc(=O)n3ccsc3n2)cc1
→ 4%[57.1 µM]	1.1	/	1%	-1	-20%	-2	18%[57.1 µM]	0.3
Cc1cc(C)c2nc(Cl)c(Cl)nc2c1
→ 3%	1.0	-1	-6%	-1	1%	0	5%	-0.4
CN1CCN(C(=O)c2ccc(COc3ccc(Cl)cc3Cl)cc2)CC1
→ -3%[57.1 µM]	1.8	10	-3%	3	0%	1	13%	3.3
Cc1noc(C)c1C(=O)OC(C)C(=O)N1CCc2ccccc21 (stereo unspecified)
→ -2%	-0.3	-14	-17%	-3	0%	-2	12%	-0.5
O=C(Cn1nc(C(F)(F)F)c2c1CCC2)NC1CCCCC1
→ -5%	-0.3	2	-11%	-5	15%	1	-1%	0.0

The list goes on; it opens with the two that closed the last part.
Sequence of screens: TrxR1 substrate	D2 agonist	D2 antagonist	USP1 inh	TRHR PAM	mIDH1 inhibitor	PI4K2A inh	TrxR1 inh	TRHR ag
Cc1noc(C)c1C(=O)OC(C)C(=O)N1CCc2ccccc21 (stereo unspecified)
→ -2%	-0.3	-14	-17%	-3	0%	-2	12%	-0.5
O=C(Cn1nc(C(F)(F)F)c2c1CCC2)NC1CCCCC1
→ -5%	-0.3	2	-11%	-5	15%	1	-1%	0.0
O=C(CN1C(=O)NC2(CCOc3ccccc32)C1=O)Nc1cccc([N+](=O)[O-])c1 (stereo unspecified)
→ -5%	/	/	-22%	/	-2%	-5	3%	/
O=C(O)c1ccccc1-c1nc2cc(Cl)ccc2c(=O)n1O
→ 1%[57.1 µM]	0.8	-13	-19%	-3	12%	-2	2%[57.1 µM]	-0.1
COc1cc(OC)c(NC(C)C(=O)NCc2ccccc2)cc1Cl (stereo unspecified)
→ 7%	-0.3	-20	-2%	8	8%	-2	27%[57.1 µM]	-0.2
Cc1onc(-c2ccccc2)c1C(=O)OCC(=O)Nc1ccc(C#N)cc1
→ 1%	/	/	-10%	-7	3%	-1	23%	0.0
CC(=O)Nc1ccc(SCCN2CC[C@@H](O)CCC2=O)cc1
→ 6%&4%	-0.1	-11	-23%	1	-1%	-3	22%&30%	0.3
CCCc1cc(C(=O)Nc2ccc(C(=O)OC)cc2)cs1
→ -1%	/	/	-22%	-7	-9%	1	20%	-0.3
CC1(C)Cc2nc3sc4c(=O)n(CC(=O)NCc5ccccc5)cnc4c3cc2CO1
→ 35%[activator][57.1 µM]	/	/	-14%	/	4%	1	18%[57.1 µM]	/
CC(=O)c1ccc(NC(=O)CSc2nc(C)cc(C)c2C(N)=O)cc1
→ -5%	0.3	-2	-7%	-2	2%	-8	2%	0.3
COc1cccc(NC(=O)Cn2c(=O)n(Cc3ccc(F)cc3)c(=O)c3sc4ccccc4c32)c1
→ 1%	0.4	/	-8%	-6	-8%	1	9%	0.6
O=C(N/N=C/c1ccc(OC(=O)c2ccccc2Cl)cc1)c1cc(O)cc(O)c1
→ -2%	-0.2	3	-12%	2	-1%	-3	16%	0.6
O=C1NC(=S)NC1=Cc1ccc2c(c1)CCC2
→ -8%[57.1 µM]	/	/	-16%	/	2%	-5	3%[11.4 µM]	/
O=c1/c(=C/c2ccc(O)cc2)sc2nc3cc(Br)cnc3n12
→ /	1.6	-16	/	4	/	/	/	2.7
COc1ccc(CNC(=O)CCn2ccc3cc(S(=O)(=O)N4CCCC4)ccc32)cc1
→ 1%	0.3	0	-19%	-1	-16%	1	14%	-0.1
CSCCC(=O)Nc1ccc(C(C)=O)cc1
→ 2%	-1.4	8	-23%	-2	5%	-3	?	0.2
CN(CCOc1ccccc1)C(=O)c1ccc(N2CCCC2)c([N+](=O)[O-])c1
→ -2%	-1.3	-8	-13%	-3	0%	-6	22%	-1.2
O=S(=O)(Nc1ccc(-c2nc3cccnc3s2)cc1)c1cc(F)ccc1F
→ 200%[activator]	1.9	0	-27%	23	2%	-15	21%	-0.8
COc1ccc(-c2oc3ccc(-c4cc(OC)c(OC)c(OC)c4)cc3c2C#Cc2ccsc2)cc1
→ 40%[activator]	0.8	1	?	-1	-1%	-1	1%	0.4
COC(=O)/C(=C\Nc1ccccc1N)c1ncc(C(F)(F)F)cc1Cl
→ 1%[57.1 µM]	-0.9	3	-21%	0	-4%	-3	10%[57.1 µM]	-0.3
O=C(NCc1ccco1)c1nc(-c2ccc(F)cc2)no1
→ -22%[57.1 µM]	-1.2	-6	?	-2	8%	2	19%[57.1 µM]	-0.5
COc1ccccc1Cn1cc(C(=O)c2ccc(F)cc2)c(=O)c2cc3c(cc21)OCO3
→ 3%	-1.0	/	-3%	5	-16%	3	16%	0.1

Fetched by compound from the entries so far, 2 records:
Sequence of screens: TrxR1 substrate	D2 agonist	D2 antagonist	USP1 inh	TRHR PAM	mIDH1 inhibitor	PI4K2A inh	TrxR1 inh	TRHR ag
CC1(C)Cc2nc3sc4c(=O)n(CC(=O)NCc5ccccc5)cnc4c3cc2CO1
→ 35%[activator][57.1 µM]	/	/	-14%	/	4%	1	18%[57.1 µM]	/
COc1cccc(NC(=O)Cn2c(=O)n(Cc3ccc(F)cc3)c(=O)c3sc4ccccc4c32)c1
→ 1%	0.4	/	-8%	-6	-8%	1	9%	0.6

The list goes on.
Sequence of screens: TrxR1 substrate	D2 agonist	D2 antagonist	USP1 inh	TRHR PAM	mIDH1 inhibitor	PI4K2A inh	TrxR1 inh	TRHR ag
N#Cc1c(NC(=O)c2ccc(Cn3cc(Br)cn3)o2)sc2c1CCCCC2
→ 3%	-0.1	-8	-18%	1	1%	-17	-10%	0.2
Cc1ccc2c(c1)c1c(c(=O)n(-c3cccc(Cl)c3)c(=O)n1CC(=O)Nc1c(C)cccc1C)n2C
→ 4%[2.29 µM]	0.0	/	-20%	-2	-14%	1	15%	0.1
Cc1ccc(/C=C2/SC(=S)N(CCC(=O)N3CCOCC3)C2=O)cc1
→ 0%	0.5	5	-21%	-3	1%	-18	15%	1.4
COc1ccc(-n2c(C)nc(=O)c(-c3ccccc3)c2C)cc1
→ 3%	/	/	-17%	-3	4%	0	11%	0.2
CSc1nc(C)cc(Nc2cccc(C(=O)O)c2)n1
→ -1%	/	/	-12%	-4	11%	-1	7%	-0.5
CCN(CC1COc2ccccc2O1)C(=O)CN1C(=O)NC(C)(c2ccccc2)C1=O (stereo unspecified)
→ 11%	0.5	13	-12%	2	0%	-6	20%	0.5
FC(F)Oc1ccccc1/C=N/n1cnc2ccccc21
→ -2%[57.1 µM]	-2.3	-15	4%	-4	6%	5	12%[57.1 µM]	0.3
Cc1ccc(C(=O)N/C(=C\c2ccco2)C(=O)NCc2cccnc2)cc1
→ 1%[57.1 µM]	/	4	-16%	0	2%	3	5%[57.1 µM]	0.3
O=C(Nc1ccc(-c2ccco2)cc1)C1CCCN(Cc2ccc(CO)o2)C1 (stereo unspecified)
→ 3%	0.3	6	-25%	2	4%	-8	-11%	1.1

Record cards (already shown). Values in the order: TrxR1 substrate	D2 agonist	D2 antagonist	USP1 inh	TRHR PAM	mIDH1 inhibitor	PI4K2A inh	TrxR1 inh	TRHR ag
N#Cc1c(NC(=O)c2ccc(Cn3cc(Br)cn3)o2)sc2c1CCCCC2 as listed: 3%	-0.1	-8	-18%	1	1%	-17	-10%	0.2
Cc1ccc(/C=C2/SC(=S)N(CCC(=O)N3CCOCC3)C2=O)cc1 as listed: 0%	0.5	5	-21%	-3	1%	-18	15%	1.4
